# GALK inh = blocks human galactokinase activity; P51570; Purified GALK, Kinase-Glo residual ATP luminescence; Potency, µM (titrated, usually from 57.5 µM), for the others: at the top dose activity change, negative = inhibition, usual class: inhibitors; 270,000 tested, 0.007% active; AID 1868; also: potency is read from the fitted curve at half-maximal effect; % is scaled to controls: 0 for no effect and ±100 for the full control effect
#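 The enzyme phosphorylates galactose (100 uM) using ATP (35 uM); inhibition is detected as higher residual ATP, quantified by bioluminescence after 1 h reaction at room temperature, pH 8.0.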
# MBNL1-CUG inh = inhibitors of human MBNL1 binding to CUG repeat RNA | Q9NR56 | TR-FRET MBNL1-His/biotin-(CUG)12 binding, 665/545 ratio | 280,000 tested, 0.036% active | Potency, µM (top dose mostly 57.5 µM), without a hit: at the top dose activity change, negative = inhibition, hits mostly inhibitors | AID 2675; active = well fitted inhibition curve with a large enough effect in the signal ratio, with a control signal flat, not every such curve was filed as active; inconclusive = small, poorly fitted or top-dose-only effect, or effect the other way, or a change in a side signal; inactive = no such curve, though single readings can be large or run the other way; the % refers to the signal ratio; also: potency is read from the fitted curve at half-maximal effect; % is scaled to controls: 0 for no effect and ±100 for the full control effect
#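 MBNL1-His + Biotin-(CUG)12, cpd titration 92 nM–58 uM; Tb anti-His Ab 0.055 ng/ul, SA-XL665 5 nM (final); 60 min RT; ratiometric 665/545 nm, Ex 340 nm; normalized to buffer and full-complex controls.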
# KCNH2 3.1 block = inhibitors of human KCNH2 3.1 potassium channel isoform; U2OS KCNH2 3.1, thallium flux FluxOr; active compounds read low; activity change, % (tested at about 1.8 µM); AID 720553; 340,000 tested, 0.95% active;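 active = maximum activity change below -70%; inconclusive = maximum activity change from -70% to -50%; inactive = maximum activity change above -50%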;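 also: thallium influx rate constant from kinetic fluorescence after stimulation buffer; % is scaled to controls: 0 for no effect and ±100 for the full control effect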
#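 Steps: virus added to U2OS suspension (4 h, RT, dark); medium with 10% FBS added, cells plated, 37 C overnight; FluxOr/Red40 loading buffer 45 min RT; stimulation buffer, 2 min kinetic read; rate constant normalized.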
# Integrin act MD = activators of alpha7 integrin expression for muscular dystrophy. alpha7betagal myoblasts, beta-gal FDG fluorescence, 48 h. Potency, µM (top dose mostly 38.3 µM), without a hit: at the top dose activation, hits mostly activators. 350,000 tested, 0.064% active. AID 624291;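 also: potency is read from the fitted curve at half-maximal effect; 100% = response of the positive control SU9516; nearly all actives have a fitted effect of over 60% in size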
#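 Alpha7betagal+/- myoblasts (passage 13) were plated 16-24 hr, then exposed to compounds (1:260 dilution of DMSO stock) for 48 hours at 37C. After MPER lysis, β-galactosidase reporter activity was read as FDG fluorescence (ex 480/em 540) after 30 minutes.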
# ASM inhibitor = blocks human secretory acid sphingomyelinase | P17405 | placental ASM, HMU-PC fluorogenic substrate, 60 min | Potency, µM (highest dose often 57.5 µM), for the others: at the top dose activity change, negative = inhibition, usual class: inhibitors | 340,000 tested, 0.006% active | AID 504937; also: potency is read from the fitted curve at half-maximal effect
#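 Fluorescence read-out (Ex 386 nm, Em 447 nm) after stopping the reaction at pH 10. Enzyme: ASM from human placenta; substrate HMU-PC0, 9 uM final; 60 min, 37 °C. Compound preincubation 10 min, ambient temperature.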
# TRPV1 ag = human TRPV1 agonism; Q8NER1; TRPV1-expressing cells, Fluo-8 calcium influx, agonist mode; 320,000 tested, 0.19% active; activation, % at 8.33 µM; AID 540275; in the data active = activation above about 80%; inconclusive = between about 30% and that limit; also: 0% is about no effect
#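 TRPV1-expressing cells were cultured overnight at 35.5C and loaded with Fluo-8 calcium dye for 40 to 90 min at room temperature. After a 10 s baseline, compound was added and calcium influx was read kinetically for 3 min (ex 480/em 520 nm).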
# KCNH2 WT inh = KCNH2 (human, wildtype) channel inhibition; Q12809; U2OS, BacMam KCNH2, thallium flux FluxOr; active compounds read low; activity change, % at 1.84 µM; 340,000 tested, 0.37% active;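 active = maximum activity change below -70%; inconclusive = maximum activity change between -70% and -50%; inactive = maximum activity change above -50%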; also: % is scaled to controls: 0 for no effect and ±100 for the full control effect
#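 U2OS cells transduced with wild-type KCNH2 virus are loaded with FluxOr dye for 45 min, and thallium flux is measured in kinetic reads before and after stimulation buffer. Rate constants are normalized to DMSO controls.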
# AT treatment = potential ataxia-telangiectasia treatment; […] A-T fibroblasts, KAP-1 phosphorylation AlphaLISA; neocarzinostatin DNA damage 30 min before lysis; Potency, µM (titrated, usually from 57.5 µM), without a hit: top-dose activation, hits mostly activators; 320,000 tested, 0.19% active; AID 485349; also: potency is read from the fitted curve at half-maximal effect; % of control where 0% means no effect; nearly all actives have a fitted effect of over 45% in size
#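 ATM-like activity read as KAP-1 phosphorylation via AlphaLISA donor/acceptor antibody pairs after lysis and 6 hr at 25C. Cells were ATM-null patient fibroblasts ([…], hTERT), dosed 60 min, then exposed to the DSB inducer NCS for 30 min.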
# CXXC DNA block = blocks binding of human MLL CXXC domain to DNA; 290,000 tested, 0.037% active; Potency, µM (highest dose often 115 µM), for inactives: top-dose activity change, negative = inhibition, usual class: inhibitors; MLL-CXXC / FITC-HOXA9 DNA fluorescence polarization; active = well fitted inhibition curve with a large enough effect in the polarisation, with a control signal flat, not every such curve was filed as active; inconclusive = small, poorly fitted or top-dose-only effect, or effect the other way, or a change in a side signal; inactive = no such curve, though single readings can be large or run the other way; the % refers to the polarisation; also: potency is read from the fitted curve at half-maximal effect
#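 Steps: dispense CXXC domain solution (7 uM) → pin compounds or unlabeled HOX-A9 DNA control → 5 min ambient → add FLSN-HOX-A9 solution (50 nM) → spin → 30 min ambient → fluorescence polarization. Tris pH 7.5/NaCl/DTT/BSA buffer.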
# Coupling enz = inhibits coupling enzyme system, counter-screen for aldolase hits | coupling enzyme system counterscreen, AmpLite Red fluorescence | activity change, negative = inhibition, % at 58.2 µM, hits read low | 290,000 tested, 0.67% active | AID 2472; in the data active = activity change below about -30%; also: % is scaled to controls: 0 for no effect and ±100 for the full control effect
#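 Counterscreen of the coupled detection system alone, without aldolase: glyceraldehyde-3-phosphate coupling enzymes plus AmpLite Red readout. Compounds at 57.5 uM final, 10 min RT preincubation, 20 min RT reaction, fluorescence 525/598 nm.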
# Active calls of the source: *; ? = inconclusive; / = not tested or not shown; [ ] = dose if it differs, or a comment. Unless noted, calls follow the shape of the dose curve; as a rule, active = well fitted curve in the direction sought with a large enough effect; inconclusive = small, poorly fitted or top-dose-only effect, or another doubt; inactive = no such curve, though single readings can be large; an effect the other way counts as inactive or inconclusive.
SMILES,GALK inh,MBNL1-CUG inh,KCNH2 3.1 block,Integrin act MD,ASM inhibitor,TRPV1 ag,KCNH2 WT inh,AT treatment,CXXC DNA block,Coupling enz
CCOC(=O)C1CCCN(CC(=O)Nc2nccs2)C1 (stereo not given),-5%,-6%,2,-17%,5%,1,5,-4%,16%,5
CCOC(=O)c1c(NC(=O)CSc2nnc(-c3ccccc3)n2CC)sc(C(C)=O)c1C,6%,28%,-3,-27%,-8%,1,11,-6%,9%,3
O=C(CSC1=Nc2ccccc2C2=NC(CC(=O)NC3CCCCC3)C(=O)N12)NCc1ccco1 (stereo not given),0%,4%,-2,-7%,47%[activator],-1,-6,/,5%,0
Cc1cccc(NC(=O)c2cccc3c2C(=O)c2ccccc2-3)c1,-2%,0%,-3,-3%,-8%,/,3,-3%,-6%,9
CCN(CC)S(=O)(=O)c1cccc(NC(=O)/C=C/c2cccc([N+](=O)[O-])c2)c1,0%,8%,-23,-27%,-10%,1,32,-3%,-3%,-3
Nc1ccc(C(=O)N/N=C/c2ccc(N3CCOCC3)s2)cc1,/,/,-2,9%,215%[activator],/,-20,-2%,/,/
CC(C)(C)c1ccc(NC(=O)N2CCN(c3ccc([N+](=O)[O-])cn3)CC2)cc1,2%,0%,-103*,-42%,-11%,?,3,-2%,-8%,-2
COCCNC(=O)c1cc2sc3ccccc3c2s1,2%,17%,21,0%,-2%,-8,2,11%,12%,-1
Cc1c(C(=O)N2CCN(c3ccccn3)CC2)oc2ccccc12,0%,-7%,-9,?,-2%,2,-11,/,-10%,3
CCN(Cc1ccccc1)C(=O)Cn1c(=O)n(CCC(=O)N2CCCCC2)c(=O)c2sccc21,1%,1%,-23,-21%,4%,-1,-6,7%,4%,-1
O=C(CN1C(=O)C2C3CC(C(Br)C3Br)C2C1=O)N1CCN(Cc2ccccc2)CC1 (stereo not given),0%,1%,-6,1%,0%,9,-1,15%,2%,0
COc1ccc(C2C(C(N)=O)=C(C)Nc3nc(-c4ccccc4)nn32)cc1OC (stereo not given),0%,7%,-6,16%,3%,-3,-9,-1%,-1%,1
CC(=O)Nc1ccc(S(=O)(=O)NCC2CCCO2)cc1 (stereo not given),/,/,-6,27%,0%,/,-5,/,/,/
CCOc1ccc(N(CC(=O)NC2CC3CCC2C3)S(=O)(=O)c2ccc(C)cc2)cc1 (stereo not given),2%,-6%,2,-20%,-1%,?,4,11%,5%,/
NC(=O)CSc1nccn1Cc1ccccc1,-2%,-5%,14,22%,3%,?,1,10%,-2%,3
CCOC(=O)[C@@H]1[C@H]2COc3ccccc3[C@@H]2N2C(=O)N(c3ccc(C(F)(F)F)cc3)C(=O)[C@]12C,/,/,-20,6%,-4%,/,-1,/,/,/
CC(C)COP(=O)(c1ccc(N(C)C)cc1)C(O)c1ccccc1F (stereo not given),-1%,14%,1,-3%,-1%,-4,-2,-10%,7%,0
CCCn1c(NC(=O)C2COc3ccccc3O2)nc2ccccc21 (stereo not given),-5%,6%,-2,8%,-2%,10,-6,-3%,14%,1
COc1cc(NC(=O)c2cc3nc(C4CC4)cc(C(F)(F)F)n3n2)c(OC)cc1Cl,-4%,7%,-17,-16%,-3%,-1,-3,2%,4%,3
CN1CCN(S(=O)(=O)c2ccc(NC(=O)Cc3cccs3)cc2)CC1,-1%,5%,-8,-13%,5%,0,-4,1%,18%,4
Cc1cccc(Cn2c(N3CCN(C)CC3)nc3c2c(=O)n(C)c(=O)n3C)c1,-5%,-13%,9,4%,-2%,-3,23,-7%,-3%,3
COc1ccccc1OCCn1cc(C(=O)C(C)C)c2ccccc21,-7%,-3%,27,-4%,-2%,0,5,1%,9%,3
CCOC(=O)c1cc(CC)sc1NC(=O)c1ccc(N2CCOCC2)c([N+](=O)[O-])c1,-1%,-4%,-15,11%,-6%,0,1,-8%,-5%,-1
O=C(Cn1cc([N+](=O)[O-])cn1)N1CCc2ccccc2C1,-3%,17%,10,-12%,-4%,-7,-19,1%,-9%,-2

# Given with tabs: entries from further up.
canonical_smiles	GALK inh	MBNL1-CUG inh	KCNH2 3.1 block	Integrin act MD	ASM inhibitor	TRPV1 ag	KCNH2 WT inh	AT treatment	CXXC DNA block	Coupling enz
CCOC(=O)c1c(NC(=O)CSc2nnc(-c3ccccc3)n2CC)sc(C(C)=O)c1C	6%	28%	-3	-27%	-8%	1	11	-6%	9%	3
CCOC(=O)c1cc(CC)sc1NC(=O)c1ccc(N2CCOCC2)c([N+](=O)[O-])c1	-1%	-4%	-15	11%	-6%	0	1	-8%	-5%	-1
CC(C)(C)c1ccc(NC(=O)N2CCN(c3ccc([N+](=O)[O-])cn3)CC2)cc1	2%	0%	-103*	-42%	-11%	?	3	-2%	-8%	-2
CCN(Cc1ccccc1)C(=O)Cn1c(=O)n(CCC(=O)N2CCCCC2)c(=O)c2sccc21	1%	1%	-23	-21%	4%	-1	-6	7%	4%	-1
CCCn1c(NC(=O)C2COc3ccccc3O2)nc2ccccc21 (stereo not given)	-5%	6%	-2	8%	-2%	10	-6	-3%	14%	1
COc1ccc(C2C(C(N)=O)=C(C)Nc3nc(-c4ccccc4)nn32)cc1OC (stereo not given)	0%	7%	-6	16%	3%	-3	-9	-1%	-1%	1
COc1ccccc1OCCn1cc(C(=O)C(C)C)c2ccccc21	-7%	-3%	27	-4%	-2%	0	5	1%	9%	3

# (listing goes on)
SMILES,GALK inh,MBNL1-CUG inh,KCNH2 3.1 block,Integrin act MD,ASM inhibitor,TRPV1 ag,KCNH2 WT inh,AT treatment,CXXC DNA block,Coupling enz
Cc1ccsc1CN1CCC(C(=O)NCc2ccccc2Cl)CC1,/,-21%[11.5 µM],-3,-21%,2%,24,-9,-1%,-11%,0
CC(C)Oc1ccc(CCC(=O)NNC(=O)CCC(=O)O)cc1,-2%,/,16,9%,1%,-3,4,-5%,4%,6
CC(C(=O)NC1CCS(=O)(=O)C1)N1C(=O)/C(=C/c2ccc(Cl)cc2)SC1=S (stereo not given),-10%,?,15,33%,-28%,-1,12,-8%,-27%,/
COc1ccc(/C=N/NC(=O)c2ccncc2)cc1CSc1nc2ccccc2s1,1%,22%,-10,-28%,-14%,?,4,-2%,-10%,-3
CCOc1ccc(Oc2ccc(Cl)cc2NC(=O)C2=COCCO2)cc1,/,/,15,-24%,-13%,19,4,6%,/,/
Cc1cc(-c2nn(-c3ccccc3F)cc2CN2CCCC(O)C2)c(C)s1 (stereo not given),1%,-1%,3,11%,8%,18,11,-2%,-11%,-1
CCOc1ccc(OCC)c(S(=O)(=O)n2cnc(C)c2)c1,2%,-12%,17,19%,1%,13,12,5%,-1%,4
COc1ccc(CCNC(=O)CN(c2ccccc2OC)S(C)(=O)=O)cc1OC,4%,-7%,8,17%,1%,-4,-14,6%,-1%,4
O=C(NCc1ccco1)/C(=C/c1ccco1)NC(=O)c1ccccc1,-2%,3%,20,3%,-1%,-2,2,-9%,43%[activator],0
Cc1cc(C)nc(NC(=O)c2c(C(=O)O)noc2C)n1,11%,/,/,-14%,1%,0,-1,-6%,1%,3
Cc1ccc(CNC(=O)CN2C(=O)COc3ccc(S(=O)(=O)N4CCCCC4)cc32)o1,9%,9%,14,-7%,-1%,3,-4,-2%,0%,4
COc1ccc(Cn2c(CO)cnc2SCC(=O)Nc2cc(C)on2)cc1,4%,-7%,-2,-6%,-3%,1,-1,0%,7%,0
O=C(O)Cn1c2ccccc2c2ccccc21,11%,-6%,2,-15%,3%,-1,3,2%,6%,4
COc1ccc(NC(=O)CN2CCN(CC(=O)Nc3cc(OC)cc(OC)c3)CC2)cc1,1%,-7%,-81*,-26%,-2%,-5,-26,6%,2%,-16
N#C/C(=C\c1cccnc1)c1ccc([N+](=O)[O-])cc1,4%,?,1,-20%,-2%,?,0,-4%,-10%,-2
O=C(NOCc1ccccc1)c1ccc(Cl)cc1,/,/,8,18%,-2%,?,-4,7%,/,/
CN(C)S(=O)(=O)c1ccc(Cl)c(NC(=O)COC(=O)[C@@H]2CCCN2C(=O)c2cccs2)c1,-1%,0%,-16,-31%,5%,-1,/,-1%,-4%,1
COc1ccc(OC)c(S(=O)(=O)N2CCN(C)CC2c2ccccc2)c1 (stereo not given),/,/,1,-15%,0%,/,1,-6%,/,/
COC(CNC(=O)c1ccc2nc(-c3cccs3)c(-c3cccs3)nc2c1)OC,-1%,/,3,5%,342%[activator],4,8,-16%,12%,0

# Hits appear at their usual frequency. About 2% of those tested had a hit in this group.
